Compound activity from PubChem.
GAA glycogen mod: inhibitors or activators of human alpha-glucosidase glycogen cleavage; actives 0.38% (n = 300,000); P10253; Potency, µM (highest dose often 76.4 µM), for the others: top-dose activity change, negative = inhibition, usual class: inhibitors; recombinant GAA, glycogen substrate, Amplex Red glucose oxidase fluorescence; AID 2100;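 note: 0% = full enzyme reaction and -100% = no-enzyme basal signal; the screen sought inhibitors and activators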
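Recombinant enzyme (4 nM final) with compounds titrated up to 77 uM and bovine liver glycogen (30 ug) in citrate pH 5.0, 0.01% Tween-20, 37 C 40 min. Released glucose detected by Amplex Red/glucose oxidase (Ex 573/Em 610); AC50 from Hill fits.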
HTT cytoprotect: protects HTT-Q103 PC12 cells, measured by ATP; PC12 HTT-Q103 induced, cytoprotection, ATP luminescence, 40 h; AID 1471; Potency, µM (top dose mostly 56.4 µM), without a hit: cytoprotection (ATP increase), actives largely listed as activators; actives 0.14% (n = 230,000);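 note: % of control where 0% means no effect; nearly all actives have a fitted effect of over 45% in size; toxic huntingtin expression switched on by the ecdysone agonist tebufenozide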
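Compounds were screened for protection of PC12 cells against cell death after tebufenozide induction (100 nM final) of mutant Huntingtin exon 1 (Q103) fused to GFP.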
* marks the source's active call; other numbers are inactive results; ? = inconclusive; · = not tested or not shown; [ ] = remark or other dose. Calls come from the whole dose curve; as a rule, active = well fitted curve in the direction sought with a large enough effect; inconclusive = small, poorly fitted or top-dose-only effect, or another doubt; inactive = no such curve, though single readings can be large; an effect the other way counts as inactive or inconclusive. Potency is the fitted concentration of half-maximal effect. These rows are one share of the data; count on the stated rates, not on these rows.

structure | GAA glycogen mod | HTT cytoprotect
O=C1c2ccccc2-c2ccc(N(Cc3ccc(Br)cc3)Cc3ccc(Br)cc3)cc21 | · | -3%[10 µM]
S=c1c2[nH]cnc2ncn1CCSc1ncnc2nc[nH]c12 | · | -1%[10 µM]
COc1ccc(OCCCn2ccnc2)cc1 | -7% | ·
CCOC(=O)N1CCN(C(=O)C2CCN(C(=O)c3ccc(C(C)(C)C)cc3)CC2)CC1 | 4% | ·
COc1ccc(NC(=S)N2CCN(c3ccccc3)CC2)c(OC)c1 | -8%[76.3 µM] | ·
O=C(CCCN1C(=O)/C(=C/c2ccccc2Cl)SC1=S)Nc1cccnc1 | -5%[76.3 µM] | ·
COc1ccc(NC(=O)CCS(=O)(=O)c2ccc(Br)s2)cc1 | -2% | ·
CC(=O)Nc1ccc(NC(=O)CSc2nnc(NC(=O)c3ccc(Br)o3)s2)cc1 | -15%[76.3 µM] | ·
O=C(Nc1ccccc1)/C(=C\c1ccc(F)cc1)NC(=O)c1ccco1 | 0% | ·
O=C(Nc1cccnc1)c1cc(Cl)ccc1Cl | 2%[76.3 µM] | ·
CC(=O)N1CCOc2ccc(S(=O)(=O)NCCc3ccc(C)cc3)cc21 | 8%[76.3 µM] | ·
C=CCn1cccc(C(=O)Nc2ccc(C)c(C)c2)c1=O | -8% | ·
CNc1nc(SCC(=O)Nc2ccc(Cl)c(Cl)c2)nc(N2CCOCC2)n1 | -5%[76.3 µM] | ·
CCOc1ccc(OCC)c(NC(=O)CN(c2ccc(OC)cc2)S(=O)(=O)c2c(C)noc2C)c1 | 7%[76.3 µM] | ·
Cc1nc2nc(SCC(=O)NCCCN3CCCCCC3)nn2c(C)c1Cc1ccccc1 | -9% | ·
CCCc1cc(=O)oc2cc(OCC(=O)NCC(O)c3ccccc3)ccc12 (stereo not drawn) | -3%[76.3 µM] | ·
CCOc1cc2c(cc1OCC)C(c1ccc(C(=O)O)cc1)NCC2 (stereo not drawn) | 2% | ·
CCOc1ccc(C(=O)NCC(=O)NCC2CCCCC2)cc1OCC | -7% | ·
Cc1cc(OCC(=O)NNC(=O)c2cccs2)ccc1Br | -19% | ·
Cc1ccc(CCNS(=O)(=O)c2ccc3c(c2)NC(=O)CCS3)cc1 | 2%[76.3 µM] | ·
COC(=O)CNC(=O)CNC(=O)c1nn(-c2ccc(OC)c(OC)c2)c(=O)c2ccccc12 | 0% | ·
COc1cc2c(cc1OC)CN(C(=O)c1cc(S(=O)(=O)N3CCCCC3)ccc1Cl)CC2 | -2%[76.3 µM] | ·
COc1ccc2nc(N(Cc3ccccc3)C(=O)CCNC(C)=O)sc2c1 | 2%[76.3 µM] | ·
COc1cccc(N2CCN(S(=O)(=O)c3ccc4c(c3)N(C(C)=O)CCO4)CC2)c1 | -2%[76.3 µM] | ·
COc1ccc(C(C(=O)NCC2CCCO2)N(Cc2ccco2)C(=O)c2snc(C(N)=O)c2N)cc1OC (stereo not drawn) | -1% | ·
Cc1ccc(S(=O)(=O)NCC(=O)N(CC2CCCO2)C(C(=O)NC2CCCCC2)C(C)C)cc1 (stereo not drawn) | 1% | ·
CC1(C)CC2CC(C)(CN2CC(O)c2ccccc2)C1 (stereo not drawn) | -3% | ·
Cc1ccccc1OCCC(=O)Nc1ccc2c(C)cc(=O)oc2c1 | -13%[76.3 µM] | ·
Cc1ccc(C)c(NC(=O)CSc2sc3c(O)cc(=O)[nH]c3c2C#N)c1 | 7% | ·
CCOC(=O)c1c2c3c(cccc3n(C)c1=O)C(=O)c1ccccc1-2 | 15%[76.3 µM] | ·
Cn1ncc([N+](=O)[O-])c1C(=O)N1CCCCCC1 | 0%[76.3 µM] | ·
CCOc1ccccc1NC(=O)C1C2CCC(O2)C1C(=O)O (stereo not drawn) | 4%[76.3 µM] | ·
O=S(=O)(CCN1CCOCC1)c1ccc(OC(F)(F)F)cc1 | 1% | ·
CCOC(=O)CCNC(=O)N1CCC(CCC(=O)NCc2ccc(F)cc2)CC1 | 0%[76.3 µM] | ·
Nc1c(-c2ccccc2)cnc2c(-c3ccccc3)cnn12 | -5%[76.3 µM] | ·
COc1ccc(S(=O)(=O)N2CCC(C(=O)NC3CCCCC3)CC2)cc1C | -2% | ·
Cc1ccc(CNC(=O)c2ccccc2NC(=O)CN2CC(C)OC(C)C2)cc1 (stereo not drawn) | -12% | ·
O=S(=O)(c1ccc(NC(=S)NCc2ccc(F)cc2)cc1)N1CCOCC1 | -4%[76.3 µM] | ·
COc1cc(C)c(NC(=O)COc2ccc3c(c2)OCO3)cc1C | 1%[76.3 µM] | ·
COc1ccc(N(CC(=O)NC(C)c2ccccc2)S(=O)(=O)c2ccc(C)cc2)cc1 (stereo not drawn) | 2% | ·
O=C(O)CCCN1C(=O)C2C3C=CC(C2C1=O)C1C(=O)N(CCCC(=O)O)C(=O)C31 (stereo not drawn) | 1%[76.3 µM] | ·
O=[N+]([O-])c1ccc2nc(N3CCCC3)sc2c1 | -2% | ·
O=C(Nc1ccc(S(=O)(=O)NCc2ccco2)cc1)c1cccc(F)c1 | 2% | ·
CCCc1ccc2oc(C(=O)N3CCN(c4cnccn4)CC3)c(C)c2c1 | 1%[76.3 µM] | ·
Cc1ccccc1S(=O)Cc1ccc(C(=O)NCCCN2CCCCC2)o1 (stereo not drawn) | 0%[76.3 µM] | ·
COc1ccc(NC(=O)c2ccc(-n3cnnn3)cc2)c([N+](=O)[O-])c1 | 0% | ·
Clc1ccccc1C1Nc2cccc3cccc(c23)N1 | ? | ·
Cc1ccc(C(=O)N/C(=C\c2ccco2)C(=O)N2CCCCC2)cc1 | 8%[76.3 µM] | ·
COC(=O)c1cc(C(=O)NCc2ccc3c(c2)OCO3)cc([N+](=O)[O-])c1 | -15%[76.3 µM] | ·
COc1cc(C(=O)NC2Cc3ccccc3C2)ccc1OC1CCN(C(C)=O)CC1 | 1%[76.3 µM] | ·

(next part)
structure | GAA glycogen mod | HTT cytoprotect
COc1cccc(NC(=O)c2ccccc2N(Cc2ccccc2)S(C)(=O)=O)c1 | -8%[76.3 µM] | ·
CCCn1c(N2CCN(C(=O)/C=C/C(=O)O)CC2)nc2ccccc21 | -6%[76.3 µM] | ·
CN(CCO)S(=O)(=O)c1ccc2c(c1)C(=NN)c1cc(S(=O)(=O)N(C)CCO)ccc1-2 | -24% | ·
CCc1cccc(NC(=O)CCCn2c(=O)[nH]c3ccsc3c2=O)c1 | 2% | ·
Cc1cccc(NC(=O)C[n+]2ccccc2)c1 | 6%[76.3 µM] | ·
Nc1cc(=O)[nH]c(SCC(=O)c2ccc(O)cc2O)n1 | 3% | ·
NC(=O)c1nsc(C(=O)N(c2ccc(F)cc2)C(C(=O)NCC2CCCO2)c2c[nH]c3ccccc23)c1N (stereo not drawn) | -6% | ·
COc1cccc(NC(=O)NNC(=O)CCc2ccc(O)c(O)c2)c1 | ? | ·
c1ccc2c(c1)CCN(C1CCCCC1)C2 | 6%[76.3 µM] | ·
Oc1c(Br)cc(/C=N/n2c(-c3ccccc3)n[nH]c2=S)c(Br)c1O | 4%[76.3 µM] | ·

Fetched by structure from the list above, 3 records:
structure | GAA glycogen mod | HTT cytoprotect
CCc1cccc(NC(=O)CCCn2c(=O)[nH]c3ccsc3c2=O)c1 | 2% | ·
CN(CCO)S(=O)(=O)c1ccc2c(c1)C(=NN)c1cc(S(=O)(=O)N(C)CCO)ccc1-2 | -24% | ·
NC(=O)c1nsc(C(=O)N(c2ccc(F)cc2)C(C(=O)NCC2CCCO2)c2c[nH]c3ccccc23)c1N (stereo not drawn) | -6% | ·

Additional compounds.
structure | GAA glycogen mod | HTT cytoprotect
O=C(O)c1ccccc1N1C(=O)c2cccc3cccc(c23)C1=O | -4%[76.3 µM] | ·
COc1ccc(OC)c(-c2csc(NC(=O)Cc3ccccc3)n2)c1 | 3% | ·
COc1ccc(NC(=O)CC(c2ccco2)C(C)C)cc1 (stereo not drawn) | 1% | ·
CC1Cc2cc(S(=O)(=O)N3CCC(C(=O)N4CCCCC4)CC3)ccc2N1C(=O)C1CC1 (stereo not drawn) | 0%[76.3 µM] | ·
CCn1cc(C(=O)NCCC(=O)NC(C)C)c(=O)c2cc3c(cc21)OCO3 | -1% | ·
Cc1cc(C)cc(N(CCC#N)C(=O)CN2C(=O)NC3(CCCC3)C2=O)c1 | -10% | ·
COCCCNc1oc(/C=C/c2ccccc2)nc1C#N | ? | ·
Cc1ccc(CNC(=O)C2CCN(c3nnc(N4CCCC4=O)s3)CC2)cc1 | -3%[76.3 µM] | ·
CC(SCc1ccccc1)C(=O)Nc1ccccc1 (stereo not drawn) | -9%[76.3 µM] | ·
CC(C)[C@H](N)C(=O)NC[C@H](CC(=O)NC[C@H]1CC[C@H](C(=O)O)CC1)c1ccc(Cl)cc1 | 3% | ·
Cc1cc(C)cc(NC(=O)CSc2nnc(CNC(=O)c3ccco3)o2)c1 | -12%[76.3 µM] | ·
CCN(Cc1ccc(OC)c(COC)c1)CC1CCCN(CCc2cccc(F)c2)C1 (stereo not drawn) | -10%[76.3 µM] | ·
Cn1c(C(=O)N[C@@H](C(=O)O)c2ccccc2)cc2cc(Cl)ccc21 | -2% | ·
COc1ccccc1S(=O)(=O)Nc1cc(C)nn1-c1ccc(C)cc1 | -1% | ·
COc1ccccc1NC(=O)CSc1n[nH]c(-c2cccnc2)n1 | -1%[76.3 µM] | ·
O=C(NCCc1ccccc1)C(c1ccccc1F)N(C(=O)c1csnn1)C1CC1 (stereo not drawn) | 0% | ·
O=C(O)c1ccc(/C=C2\CCCc3c2nc2ccccc2c3C(=O)O)cc1 | 3% | ·
CC(=O)NC(C(=O)N1CCC(c2nc3ccccc3s2)CC1)C(C)C (stereo not drawn) | 3%[76.3 µM] | ·
O=C(/C=C/c1ccco1)c1cccnc1 | -2% | ·
Cc1ccsc1/C=N/NC(=O)c1nnn(-c2nonc2N)c1CN(C)c1ccccc1 | -11%[76.3 µM] | ·
Cc1ccc2c(c1)C1(OCCCO1)C(=O)N2 | -3%[76.3 µM] | ·
Cc1ccccc1-n1ncc2c1CC(C)(C)CC2NC(=O)CCC(F)(F)F (stereo not drawn) | 14%[76.3 µM] | ·
COc1ccc(C(=O)NCCC(=O)N2CCC3(CC2)NCCc2[nH]cnc23)cc1 | -4%[76.3 µM] | ·
CCOC(=O)C1=C(C)N(C)C(=O)NC1c1cccc2ccccc12 (stereo not drawn) | -4%[76.3 µM] | ·
CCC(Cc1ccccc1)NC(=O)C1CC1 (stereo not drawn) | -2%[76.3 µM] | ·
Cc1ccc(S(=O)(=O)NC(C)C(=O)NC(C)c2cccs2)cc1 (stereo not drawn) | 1% | ·
CN(C)/C=C/C(=O)c1ccn(S(=O)(=O)c2ccccc2)c1 | 0% | ·
Cc1ccc(N(O)C(=O)NCCCCNC(=O)N(O)c2ccc(C)cc2)cc1 | -7% | ·
O=C(CSc1ccccn1)N1CCCC(Nc2ccc(F)c(F)c2)C1 (stereo not drawn) | -3%[76.3 µM] | ·
O=C1Nc2ccccc2C1c1ncc(C(F)(F)F)cc1Cl (stereo not drawn) | -6% | ·
O=C(COc1ccccc1Cl)Nc1ccc2c(c1)OCO2 | 3% | ·
NS(=O)(=O)c1cccc(C(=O)NC2CCSc3ccccc32)c1 (stereo not drawn) | 5% | ·
CCOc1ccc(NC(=O)C(C)C(Cc2ccc(C)cc2)C(=O)O)cc1 (stereo not drawn) | -3% | ·
CCOC(=O)c1cccc(NC(=O)CCc2nnc3ccc(N4CCCCC4)nn23)c1 | -2%[76.3 µM] | ·
CCN(Cc1ccccc1)C(=O)CCS(=O)(=O)c1ccc2c(c1)n(C)c(=O)c(=O)n2C | -24%[76.3 µM] | ·
COCCN(C(=O)CSc1nnc(-c2cccs2)n1N)c1c(N)n(Cc2ccccc2)c(=O)[nH]c1=O | -3%[76.3 µM] | ·
Cn1cc([N+](=O)[O-])cc1-c1nc2ccccc2n1C | 4%[76.3 µM] | ·
CCOc1ccccc1CNC(=O)Cn1ccc2cc(S(=O)(=O)N3CCCC3)ccc21 | -7%[76.3 µM] | ·
CCOc1ccc(CNC(=O)CCc2cn(C)c3ccccc23)cc1 | -5% | ·
CN(c1ccc(C(=O)NCc2ccncc2)cc1)S(=O)(=O)c1ccc(Cl)cc1 | -3%[76.3 µM] | ·
CC(C)n1cc(CN2CCC(C(=O)Nc3cccc(-c4cscn4)c3)CC2)cn1 | -4%[76.3 µM] | ·
CN(C)S(=O)(=O)c1ccc(S(=O)(=O)NCCN2CCOCC2)cc1 | -11%[76.3 µM] | ·
COc1ccccc1CNCC(c1ccccc1)c1ccccc1 | 4% | ·
Cc1cccc(N(Cc2ccccc2)C(=O)c2ccc(S(C)(=O)=O)cc2)c1 | -6%[76.3 µM] | ·
Cc1ccc(N(CC(=O)NCc2ccccc2)C(=O)CCC(=O)Nc2ccccn2)cc1 | 17%[76.3 µM] | ·
Cc1cc[n+](CC(=O)Nc2ccccc2)cc1 | -8%[76.3 µM] | ·
O=C(CN1CCN(Cc2ccc(F)cc2)CC1)Nc1ccccc1F | -5% | ·
CCOC(=O)C1(Cc2cccc(Cl)c2)CCCN(C(=O)c2cc(C)on2)C1 (stereo not drawn) | -7%[76.3 µM] | ·
